Large T inhibition – SV40 large T antigen inhibitors, biochemical (AID 1903). SV40 large T antigen ATPase/helicase inhibition assay; higher % means a stronger effect. one-dose inhibition, % at 20 µM; IC50 in µM for titrated hits. 310,000 tested, 0.39% active; in the data active = a potency from the dose series; inconclusive = inhibition mostly from about 32% at the one dose, without a potency; inactive = the rest, 99 in 100 with inhibition below about 32%; also: strong numbers were not always called active
LYP inhibition – inhibitors of LYP phosphatase, biochemical, fluorescence intensity, uHTS (AID 1779). Tyrosine-protein phosphatase non-receptor type 22 (Homo sapiens). recombinant LYP phosphatase, fluorescence intensity; higher % means a stronger effect. one-dose inhibition, % at 11.5 µM; IC50 in µM for titrated hits. 290,000 tested, 0.054% active; in the data active = inhibition above about 50%;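 also: plate controls were vehicle with enzyme for no effect and no enzyme for full effect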
HIV fusion peptide – inhibitors of HIV fusion peptide binding, primary screen, biochemical, uHTS, fluorescence dequenching (AID 1986); cell-free peptide binding, fluorescence dequenching, 30 min; higher % means a stronger effect; 290,000 tested, 0.3% active; inhibition, % at 20 µM, or IC50 in µM where a hit was titrated; in the data active = inhibition mostly above about 52%, no sharp cut-off; inactive = mostly below about 76%; also: some results filed as inactive read as strong as hits
RSV antiviral HEp-2 – RSV antiviral activity via CPE protection, HEp-2 cells, primary 10 µM value included (AID 2391); HEp-2 cells, RSV-induced CPE inhibition; higher % means a stronger effect; one-dose CPE inhibition, % at 10 µM; IC50 in µM for titrated hits; 310,000 tested, 0.13% active; in the data active = a potency from the dose series; inconclusive = CPE inhibition mostly from about 23% at the one dose, without a potency; inactive = the rest, 99 in 100 with CPE inhibition below about 21%; also: strong numbers were not always called active
MgcRacGAP inhibition – MgcRacGAP GTPase-activating activity inhibitors, confirmation, biochemical, ADP Hunter fluorescence; MgcRacGAP-stimulated Rac1 GTP hydrolysis, ADP Hunter fluorescence; higher % means a stronger effect; GST-tagged Rac1 F28L mutant substrate; one-dose inhibition, % at 30 µM; IC50 in µM for titrated hits; AID 624330, 2012; Rac GTPase-activating protein 1 (Homo sapiens); 340,000 tested, 0.6% active;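 active = first-screen hits whose inhibition reached a set limit at any dose in the follow-up dose series; inconclusive = inhibition above the set first-screen limit but never retested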;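 also: fluorescence reports GDP produced by GAP-driven GTP hydrolysis; strong numbers were not always called active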
XIAP antagonists – XIAP antagonists, biochemical, IAP family, fluorescence polarization (AID 1018). E3 ubiquitin-protein ligase XIAP (Homo sapiens). XIAP BIR domain, fluorescence polarization peptide displacement; higher % means a stronger effect. displacement, % at 20 µM; hits with a dose series show IC50 in µM. 200,000 tested, 0.007% active; in the data active = displacement above about 50%; also: a part of the inactive calls stands beside numbers as strong as those of hits
AID2073 – inhibitors of Mint1-CaV2.2 protein interaction, biochemical, HTRF (AID 2073); HTRF protein-protein interaction, Mint1-CaV2.2; higher % means a stronger effect; 290,000 tested, 0.19% active; Voltage-dependent N-type calcium channel subunit alpha-1B (Homo sapiens); one-dose inhibition, % at 20 µM; IC50 in µM for titrated hits; in the data active = inhibition mostly above about 51%, no sharp cut-off; inconclusive = no clear call, values can overlap the other calls; inactive = mostly below about 53%; also: some results filed as inactive read as strong as hits
Siah-1 displacement – Siah-1 peptide-binding antagonists, primary screen, biochemical, fluorescence polarization, rhodamine-plectin, uHTS (AID 1817); Siah-1 / rhodamine-plectin peptide fluorescence polarization; higher % means a stronger effect; displacement, % at 20 µM; hits with a dose series show IC50 in µM; E3 ubiquitin-protein ligase SIAH1 (Homo sapiens); 290,000 tested, 0.02% active;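 active = displacement of at least 50% at 20 µM, with a fluorescence ratio check between 0.3 and a set limit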;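 also: plate controls were Siah plus tracer with DMSO for no effect and tracer alone without Siah for full effect; strong numbers were not always called active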
NS5 inhibitors – Dengue-2 NS5 methyltransferase inhibitors, primary screen, biochemical, confirmation dose response (AID 588689); Genome polyprotein (Dengue virus type 2 (strain 16681-PDK53)); 340,000 tested, 0.3% active; Dengue-2 NS5 methyltransferase capping enzyme assay, biochemical; higher % means a stronger effect; one-dose inhibition, % at 25 µM; IC50 in µM for titrated hits; in the data active = a potency from the dose series; inconclusive = inhibition above about 29% without an active follow-up result
The depositor's hits bear a star; ? = inconclusive; . = not tested or not shown.

Sample of the layout (two entries):
SMILES	Large T inhibition	LYP inhibition	HIV fusion peptide	RSV antiviral HEp-2	MgcRacGAP inhibition	XIAP antagonists	AID2073	Siah-1 displacement	NS5 inhibitors
CCOC(=O)c1ccc(NC(=O)c2nc[nH]c2C(=O)N[C@@H](C)C(=O)OC(C)(C)C)cc1	14.3%	10.3%	-0.7%	-4.5%	2.1%	.	14.5%	7.0%	-2.4%
Cc1[nH]nc2c1C(c1cccc(O)c1)C1=C(CC(C)(C)CC1=O)N2 (stereo not drawn)	9.6%	-1.7%	1.6%	-1.3%	10.4%	-3.6%	11.1%	0.0%	-2.0%

This part in full, from the start:
SMILES	Large T inhibition	LYP inhibition	HIV fusion peptide	RSV antiviral HEp-2	MgcRacGAP inhibition	XIAP antagonists	AID2073	Siah-1 displacement	NS5 inhibitors
CCOC(=O)c1ccc(NC(=O)c2nc[nH]c2C(=O)N[C@@H](C)C(=O)OC(C)(C)C)cc1	14.3%	10.3%	-0.7%	-4.5%	2.1%	.	14.5%	7.0%	-2.4%
Cc1[nH]nc2c1C(c1cccc(O)c1)C1=C(CC(C)(C)CC1=O)N2 (stereo not drawn)	9.6%	-1.7%	1.6%	-1.3%	10.4%	-3.6%	11.1%	0.0%	-2.0%
Cc1cccc(C(=O)O/N=C(\N)c2cccc([N+](=O)[O-])c2)c1	17.8%	-5.2%	-2.2%	2.0%	2.5%	-0.5%	-15.8%	3.6%	3.2%
CCCn1cnc2c(=O)oc3ccccc3c21	10.6%	-2.1%	0.2%	1.2%	6.1%	-2.5%	1.7%	4.1%	2.4%
CCOc1ccc(-c2cn[nH]c2N)cc1	5.7%	-8.7%	0.5%	1.3%	7.3%	-3.7%	-1.7%	1.3%	-5.6%
COc1ccc(NC(=O)c2noc3c2CCCCC3)cc1	1.9%	-1.0%	3.5%	4.2%	7.1%	-4.5%	47.2%	1.1%	0.0%
COc1ccccc1NC(=S)NCC1CCCO1 (stereo not drawn)	15.0%	-7.9%	2.7%	0.5%	8.3%	-4.2%	-5.3%	5.2%	2.7%
CC1CCN(C(=S)c2ccc3c(c2)OCO3)CC1	17.6%	-13.0%	-1.4%	-0.8%	4.8%	-4.5%	3.1%	-2.6%	-4.8%
Cc1ccc(-c2cc(C(F)F)nc(NCc3cccs3)n2)cc1	5.8%	-6.1%	1.0%	10.1%	8.6%	-4.5%	0.5%	-1.6%	-1.9%
CCOC(=O)C1CCCN(S(=O)(=O)c2ccc3c4c2CC(=O)N4CC(C)S3)C1 (stereo not drawn)	.	-0.8%	0.4%	1.1%	0.7%	.	-5.7%	0.5%	-7.0%
Cc1cccc(C)c1OCC(O)CN(Cc1ccccc1O)C1CCCCC1 (stereo not drawn)	1.6%	3.4%	-0.3%	9.8%	9.4%	-11.1%	3.7%	10.6%	-3.0%
Cc1cc2c(c(=O)n1Cc1ccccn1)C(c1ccc3c(c1)OCO3)C(C#N)=C(N)O2 (stereo not drawn)	2.4%	-7.0%	-2.4%	1.2%	-1.0%	-5.8%	0.5%	-3.4%	-3.2%
Fc1ccc(CSc2nsc(SCc3ccc(F)cc3)n2)cc1	-3.5%	-1.8%	-2.4%	2.0%	13.0%	-0.4%	-3.0%	8.0%	0.0%
Oc1ccc(Nc2ncnc3scc(-c4ccccc4)c23)cc1	6.2%	-11.0%	-1.5%	1.4%	11.0%	-6.5%	1.8%	-1.9%	-3.9%
CC1CC(C)CN(c2ncc3c(n2)CC(c2ccccc2Cl)CC3=O)C1 (stereo not drawn)	-0.4%	5.8%	2.8%	-2.7%	8.5%	-4.2%	4.3%	-3.0%	-2.7%
C=CCn1c(Cc2cccs2)nnc1SCC(=O)NCc1ccco1	12.5%	-3.6%	-1.0%	2.0%	14.4%	-7.8%	-6.4%	-0.4%	-8.3%
CC(C)COc1ccc(C(=O)N/C(=C/c2cccc([N+](=O)[O-])c2)C(=O)O)cc1	20.5%	1.4%	4.5%	1.5%	5.3%	.	10.0%	-3.2%	0.0%
COc1cnn(-c2ccc(Br)cc2)c(=O)c1SCc1ccccc1	-2.0%	2.8%	-0.9%	?	1.0%	-2.7%	-15.1%	4.7%	-5.1%
COc1ccc(C2c3ccc(O)cc3Oc3ncn(CC(C)C)c(=N)c32)cc1 (stereo not drawn)	18.0%	-7.2%	3.9%	5.6%	9.5%	.	10.7%	-4.9%	21.2%
CCc1noc(C)c1C(=O)N1CCSC1=Nc1cccc(Cl)c1C	25.8%	-6.9%	1.0%	21.6%	4.4%	.	18.6%	9.6%	-0.3%

Record cards (already shown). Values in the order: Large T inhibition	LYP inhibition	HIV fusion peptide	RSV antiviral HEp-2	MgcRacGAP inhibition	XIAP antagonists	AID2073	Siah-1 displacement	NS5 inhibitors
`CCOC(=O)c1ccc(NC(=O)c2nc[nH]c2C(=O)N[C@@H](C)C(=O)OC(C)(C)C)cc1` is listed with 14.3%	10.3%	-0.7%	-4.5%	2.1%	.	14.5%	7.0%	-2.4%
`COc1ccc(NC(=O)c2noc3c2CCCCC3)cc1` is listed with 1.9%	-1.0%	3.5%	4.2%	7.1%	-4.5%	47.2%	1.1%	0.0%
`Cc1cc2c(c(=O)n1Cc1ccccn1)C(c1ccc3c(c1)OCO3)C(C#N)=C(N)O2` (stereo not drawn) is listed with 2.4%	-7.0%	-2.4%	1.2%	-1.0%	-5.8%	0.5%	-3.4%	-3.2%
`COc1ccccc1NC(=S)NCC1CCCO1` (stereo not drawn) is listed with 15.0%	-7.9%	2.7%	0.5%	8.3%	-4.2%	-5.3%	5.2%	2.7%
`C=CCn1c(Cc2cccs2)nnc1SCC(=O)NCc1ccco1` is listed with 12.5%	-3.6%	-1.0%	2.0%	14.4%	-7.8%	-6.4%	-0.4%	-8.3%

Remaining list, next part
SMILES	Large T inhibition	LYP inhibition	HIV fusion peptide	RSV antiviral HEp-2	MgcRacGAP inhibition	XIAP antagonists	AID2073	Siah-1 displacement	NS5 inhibitors
CCCCn1c(SCC(=O)c2ccc(OC)cc2OC)nc2cc(S(N)(=O)=O)ccc21	10.7%	4.1%	21.2%	1.6%	4.1%	-2.9%	18.7%	6.0%	-6.2%
COc1ccc(NC(=O)c2cccc(N3C(=O)C4C5CCC(C5)C4C3=O)c2)cc1 (stereo not drawn)	9.9%	-8.8%	-1.0%	13.2%	7.2%	.	0.9%	15.7%	1.9%
O=c1[nH]cnc2sc3c(c12)CCCC3	4.4%	1.1%	-1.5%	15.4%	4.8%	-3.8%	-1.6%	-3.7%	-5.5%
O=C(NN1C(=O)/C(=C\c2cccnc2)SC1=S)C(c1ccccc1)c1ccccc1	6.7%	-2.4%	2.8%	1.5%	3.5%	-4.8%	0.5%	4.2%	5.1%
CC(C)(C)c1ccccc1NC(=O)NC1CCN(Cc2c(F)cccc2Cl)CC1	7.8%	-5.0%	1.3%	0.4%	.	.	-5.4%	-1.4%	.
O=S(=O)(NCc1cccs1)NCc1ccccc1F	5.1%	-5.1%	-2.8%	0.1%	10.9%	-7.0%	-0.5%	0.9%	-1.8%
O=C(Nc1cc2c(oc1=O)CCCC2=O)c1cccc(Cl)c1	30.4%	-12.0%	2.1%	-1.9%	8.0%	-2.3%	20.3%	1.0%	0.0%
Cn1c(SCC(=O)NCc2ccco2)nnc1-c1ccccc1	3.8%	0.7%	2.7%	0.9%	4.1%	-5.7%	-0.9%	2.2%	0.0%
O=C(O)c1cc2nccc(-c3ccco3)n2n1	15.7%	-7.4%	-1.5%	-0.8%	-2.8%	.	37.5%	17.1%	6.9%
COc1ccc(-c2ccc3c(N)c(C(=O)NC(C)C)sc3n2)cc1OC	9.1%	-0.5%	2.8%	35.9µM*	.	.	-24.1%	1.8%	.
COC(=O)c1cc(OC)c(OC)cc1NC(=S)N1CCC(C(N)=O)CC1	-1.4%	-4.1%	-0.4%	1.0%	1.6%	-4.1%	-12.4%	1.1%	0.7%
O=C(COc1ccc2c3c(c(=O)oc2c1)CCC3)N[C@@H](CSCc1ccccc1)C(=O)O	15.0%	-9.7%	2.1%	2.1%	2.7%	.	13.4%	-3.3%	-3.6%
C#CCNC(=O)C1=C[C@H](c2csc3ccccc23)C[C@H](OCc2ccc(CO)cc2)O1	7.6%	2.2%	5.8%	6.0%	7.3%	-0.5%	7.9%	8.1%	1.6%
COc1ccccc1NC(=O)Cn1cnc2c1c(=O)n(C)c(=O)n2C	4.4%	-1.6%	2.7%	-0.3%	10.6%	-1.6%	0.9%	0.8%	-4.1%
Cc1ccc(-c2nn(-c3ccccc3)cc2/C=N/NC(=O)c2ccc3c(c2)OCO3)cc1	2.4%	-1.8%	-1.8%	8.3%	4.8%	-0.1%	16.7%	-0.1%	-0.7%
COc1ccc(C)cc1NC(=O)CSc1ccc(-c2sc(C)nc2C)nn1	7.9%	-9.3%	-1.4%	7.4%	11.1%	.	13.1%	-6.3%	-7.2%
COc1cccc(-n2nc(-c3ccnn3-c3cccc(Cl)c3)c(=O)n(C)c2=O)c1	4.2%	-2.9%	3.1%	1.4%	13.3%	.	16.5%	0.9%	-0.8%
O=C(NC(Cc1ccccc1)C(=O)O)/C(=C\c1ccc(F)cc1)NC(=O)c1ccco1 (stereo not drawn)	8.0%	4.3%	1.1%	1.8%	5.2%	.	-0.3%	1.5%	-12.2%
COc1ccc(CCNC(=O)[C@H](CCSC)NC(=O)N2CCn3c2nc2ccccc23)cc1OC	11.8%	-13.2%	-2.2%	2.7%	8.3%	.	-0.2%	-0.2%	-9.1%
COc1cc(CNCCc2ccccc2)cc(Br)c1OCC(=O)Nc1ccccc1C	-3.5%	-10.2%	1.8%	0.7%	-6.2%	-2.5%	3.4%	0.8%	-9.3%
O=C1/C(=C/N(C(=O)c2ccco2)c2ccc(Cl)cc2)Sc2ccccc21	13.5%	-9.4%	3.4%	1.4%	10.2%	-3.3%	-1.8%	0.7%	-10.2%
Cc1noc(C)c1S(=O)(=O)N1CCC2(CC1)OCCO2	1.7%	3.3%	-1.6%	0.5%	-4.1%	-2.4%	-5.6%	-1.9%	-6.6%
CCOc1ccc(-c2nnn(CC(=O)NCc3ccco3)n2)cc1	-2.2%	-6.4%	-5.5%	1.6%	5.2%	-20.5%	3.9%	-1.0%	0.7%
Cc1ccc[n+](CC(=O)c2ccc(Br)cc2)c1C	0.4%	-9.1%	-0.9%	0.0%	-7.1%	.	2.8%	0.1%	-6.6%
CCOC(=O)C[C@H]1c2ccc(C(F)(F)F)cc2S(=O)(=O)N1C(C)C	11.1%	.	.	0.1%	11.8%	.	.	.	-3.4%
Nc1nc2ccccc2n1/N=C/c1ccc(Br)cc1	10.7%	5.4%	-1.6%	5.2%	7.0%	-4.2%	6.6%	-3.4%	-0.7%
CCN(C(=O)CCN1C(=O)S/C(=C\c2ccccc2)C1=O)C1CCS(=O)(=O)C1 (stereo not drawn)	8.2%	-7.2%	-0.1%	2.6%	10.4%	.	?	12.5%	-5.3%
CN1/C(=C\C=N\NC(=O)c2ccc(O)cc2)C(C)(C)c2ccccc21	20.5µM*	-8.1%	14.6%	11.5%	60.3µM*	-7.5%	0.0%	3.3%	2.6%

Screening data as filed in PubChem BioAssay.
